Screening results deposited in PubChem BioAssay by National Center for Advancing Translational Sciences (NCATS).
TRPV1 ag: human TRPV1 agonism | AID 540275 | hit rate 0.19% among 320,000 | Q8NER1 | TRPV1-expressing cells, Fluo-8 calcium influx, agonist mode | activation, % at 8.33 µM; in the data active means activation above about 80%; inconclusive means between about 30% and that limit; further: 0% is about no effect
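Cells expressing TRPV1 were dye-loaded with Fluo-8 and read kinetically: 10 s baseline, 3 min after compound (agonist portion), then 2 min after EC20 capsaicin (allosteric enhancer portion). Calcium-bound dye fluorescence at 480/520 nm.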
ELG1 repair inh: inhibitors of ELG1-dependent DNA repair in HEK293T cells. HEK293T ELG1-luciferase reporter, luminescence, 16 h; DNA damage induced by 5-fluorouridine. Potency, µM (series often up to 46.1 µM), without a hit: at the top dose activity change, negative = inhibition, hits mostly inhibitors. hit rate 2.3% among 330,000; further: potency means the concentration at half of the fitted maximal effect; on the % scale 0 is the no-effect control and ±100 the full control effect; nearly all actives have a fitted effect of over 55% in size
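DMSO vehicle served as the neutral condition. Each well held 2,000 cells given 5-fluorouridine plus compound; after 16 hr at 37 °C/5% CO2, ONE-Glo was added and luciferase measured 30 min later.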
RORgamma inh: inhibitors of mouse ROR gamma transcriptional activity. P51450. Drosophila S2 Gal4-RORgamma UAS-luciferase reporter, 20 h. Potency, µM (series often up to 53.6 µM), for the others: top-dose activity change, negative = inhibition, usual class: inhibitors. hit rate 5.4% among 310,000. AID 2551; further: potency means the concentration at half of the fitted maximal effect; on the % scale 0 is the no-effect control and ±100 the full control effect; nearly all actives have a fitted effect of over 60% in size
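Stably transfected Drosophila Schneider cells are the test system, with ROR gamma fused to Gal4 and luciferase under UAS control; luminescence is read after 20 hr of 700 uM copper sulfate induction at ambient temperature.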
Tb PFK inh: inhibitors of T. brucei phosphofructokinase; Potency, µM (doses to about 57.5 µM), for inactives: at the highest dose activity, negative = inhibition, hits mostly inhibitors; AID 485367; hit rate 0.17% among 330,000; T. brucei PFK, ADP-Glo luminescence; O15648;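 further: potency means the concentration at half of the fitted maximal effect; 0% = uninhibited 1x PFK enzyme wells and -100% = no-enzyme wells; nearly all actives have a fitted effect of over 60% in size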
Target sequence (O15648 whole entry, looked up): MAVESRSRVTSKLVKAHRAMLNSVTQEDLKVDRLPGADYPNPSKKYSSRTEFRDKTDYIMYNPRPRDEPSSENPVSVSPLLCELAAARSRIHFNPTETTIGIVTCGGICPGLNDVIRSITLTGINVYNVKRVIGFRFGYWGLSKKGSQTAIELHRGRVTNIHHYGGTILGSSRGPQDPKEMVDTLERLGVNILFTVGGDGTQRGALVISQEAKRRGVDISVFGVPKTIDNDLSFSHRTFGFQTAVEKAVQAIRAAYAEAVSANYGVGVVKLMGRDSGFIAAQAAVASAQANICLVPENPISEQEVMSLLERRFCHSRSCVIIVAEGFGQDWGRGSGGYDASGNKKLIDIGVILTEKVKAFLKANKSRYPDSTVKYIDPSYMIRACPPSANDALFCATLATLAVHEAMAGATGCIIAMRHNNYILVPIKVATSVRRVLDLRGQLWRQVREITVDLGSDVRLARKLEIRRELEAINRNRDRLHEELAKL
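1.25 nM PFK with 0.5 mM F6P and 0.1 mM ATP in 0.1 M TEA pH 8.0, 5 mM MgCl2, incubated 45 min at room temperature; ADP measured by ADP-Glo luminescence; compounds titrated up to 57 uM.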
Rab9 promoter act: activates the Rab9 promoter; Huh7 Rab9 promoter-luciferase reporter, luminescence, 24 h; Potency, µM (titrated, usually from 9.22 µM), inactives show at the top dose activation, negative = inhibition, most hits filed as activators; hit rate 2.8% among 320,000; AID 485297; further: potency means the concentration at half of the fitted maximal effect; % of control where 0% means no effect; nearly all actives have a fitted effect of over 60% in size
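Luciferase signal after 10 min detection reagent at ambient indicates Rab9 promoter upregulation; stably transfected Huh7 cells were treated 24 h with compound in DMSO at 37 °C, 5% CO2.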
NPC1 promoter act: activates the NPC1 promoter. Huh7 NPC1 promoter luciferase reporter, 24 h. Potency, µM (highest dose often 9.22 µM), for the others: at the top dose activation, usual class: activators. hit rate 2.4% among 320,000. AID 485313;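 further: potency means the concentration at half of the fitted maximal effect; % of control where 0% means no effect; nearly all actives have a fitted effect of over 60% in size; reporter is driven by a mutant NPC1 promoter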
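Luminescence from an NPC1 promoter-driven luciferase reporter in stably transfected Huh7 cells was measured after 24 h compound treatment at 37 °C, followed by 10 min ambient incubation with luciferase detection reagent.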
ELG1 genotox: genotoxicity induction in ELG1-luciferase HEK293T cells | Potency, µM (series often up to 46 µM), for the others: at the top dose activity change, positive = activation, most hits filed as activators | HEK293T ELG1-luciferase reporter, luminescence, 16 h | hit rate 1.3% among 330,000; further: potency means the concentration at half of the fitted maximal effect; % of control where 0% means no effect; nearly all actives have a fitted effect of over 60% in size
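Genotoxicity was scored as increased ELG1-luciferase reporter signal, measured by ONE-Glo luminescence (30 min, room temperature). Compound or vehicle exposure of the HEK293T reporter cells lasted 16 hr at 37°C.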
Gal4-VP16 FLuc: Gal4-VP16 reporter inhibition counter-screen. hit rate 3.5% among 310,000. Potency, µM (highest dose often 53.6 µM), for the others: at the top dose activity, negative = inhibition, actives largely listed as inhibitors. Drosophila S2 Gal4-VP16 UAS-luciferase, luminescence, 20 h;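 further: Gal4-VP16 expression switched on by copper sulfate through the metallothionein promoter; potency means the concentration at half of the fitted maximal effect; on the % scale 0 is the no-effect control and ±100 the full control effect; nearly all actives have a fitted effect of over 50% in size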
BRCA1 expr act: increases BRCA1 expression; Potency, µM (titrated, usually from 46.1 µM), inactives show at the top dose activation, hits mostly activators; hit rate 1.1% among 380,000; AID 624202; MCF7-BRCA1-FFLuc reporter, luminescence, 48 h; response scale: scaled: vehicle 0%, 10 µM genistein 100%; further: potency means the concentration at half of the fitted maximal effect; nearly all actives have a fitted effect of over 80% in size; some results filed as inactive show a strong effect at the top dose
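Reporter cells (MCF7, BRCA1 promoter-firefly luciferase) received library compounds across a concentration series for 48 h. End-point luminescence was measured and concentration-effect curves derived after normalization.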
FLuc modulator: inhibits or activates purified firefly luciferase, miR-21 counter-screen; P08659; AID 588342; Potency, µM (highest dose often 57.5 µM), for the others: at the top dose activity change, negative = inhibition, usual class: inhibitors; hit rate 6.9% among 360,000; purified FLuc, Km substrates, luminescence inhibition;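 further: potency means the concentration at half of the fitted maximal effect; plate controls were vehicle for no effect and reference inhibitor for full effect; nearly all actives have a fitted effect of over 55% in size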
Target sequence (P08659 whole entry, looked up): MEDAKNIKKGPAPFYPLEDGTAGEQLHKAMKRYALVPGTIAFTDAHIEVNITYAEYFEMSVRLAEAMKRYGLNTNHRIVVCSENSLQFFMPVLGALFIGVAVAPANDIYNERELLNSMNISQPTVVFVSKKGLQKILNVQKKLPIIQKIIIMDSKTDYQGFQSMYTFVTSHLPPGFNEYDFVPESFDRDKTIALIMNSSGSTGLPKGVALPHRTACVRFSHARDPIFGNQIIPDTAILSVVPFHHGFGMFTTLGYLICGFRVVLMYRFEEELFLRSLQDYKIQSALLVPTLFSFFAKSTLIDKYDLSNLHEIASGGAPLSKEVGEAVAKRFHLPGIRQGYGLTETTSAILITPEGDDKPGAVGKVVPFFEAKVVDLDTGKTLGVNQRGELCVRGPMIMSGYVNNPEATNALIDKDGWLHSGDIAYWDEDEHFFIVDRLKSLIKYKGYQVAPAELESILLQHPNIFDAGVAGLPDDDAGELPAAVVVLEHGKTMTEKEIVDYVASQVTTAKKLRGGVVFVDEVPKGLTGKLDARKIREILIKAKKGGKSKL
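Biochemical qHTS of compounds, final roughly 60 µM downward over six points, against 10 nM purified firefly luciferase using Km concentrations of substrates (10 uM D-luciferin, 10 uM ATP) in Tris acetate pH 7.5 buffer; luminescence output.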
p53 reactivator: re-activators of mutant p53; hit rate 0.063% among 320,000; Potency, µM (series often up to 92.2 µM), inactives show at the top dose activity change, positive = activation, actives largely listed as activators; H1299 p53-A138V BP100-luciferase reporter, luminescence, 24 h; further: potency means the concentration at half of the fitted maximal effect; % of control where 0% means no effect; nearly all actives have a fitted effect of over 45% in size
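H1299 (p53-null), stable ts p53-A138V + BP100-Luc; 1000 cells/well, Opti-MEM/10% FBS; cpd 4 pt, 1:5; 24 h, 37 deg C, 5% CO2; detection reagent 10 min RT; luminescence.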
* = called active by the depositor; ? = inconclusive; . = no result given; & = joins results of further samples; [ ] = dose if it differs, or a comment. Unless noted, the call rests on the fitted dose curve; in most records, active means well fitted curve in the direction sought with a large enough effect; inconclusive means small, poorly fitted or top-dose-only effect, or another doubt; inactive means no such curve, though single readings can be large; an effect the other way counts as inactive or inconclusive.

Order of values: TRPV1 ag	ELG1 repair inh	RORgamma inh	Tb PFK inh	Rab9 promoter act	NPC1 promoter act	ELG1 genotox	Gal4-VP16 FLuc	BRCA1 expr act	FLuc modulator	p53 reactivator
[1] Cc1ccc2nsnc2c1S(=O)(=O)Nc1cccc2nsnc12
 : -3	0%	?	0%	4%	0%	-3%	-1%	4%	3%	-1%
[2] O=C(O)c1ccc(COCC(F)(F)C(F)F)o1
 : -1	19%	-8%	2%	1%	0%	0%	-8%	0%	1%	-1%
[3] CCOC(=O)C(=O)Nc1ccc(S(=O)(=O)Nc2nccs2)cc1
 : -4	-9%	0%	2%	-5%	0%	-9%	-3%	-2%	1%	.
[4] O=C(Nc1ccccc1)c1cccc(C(F)(F)F)c1
 : ?	?	-1%	0%	13%	2%	9%	26%	9%	?	10%
[5] CC(OC(=O)c1ccc(Cl)cc1)C(=O)NCc1ccc2c(c1)OCO2 (centres undefined)
 : 18	2%	.	-5%	-4%	-3%	0%	.	5%	-2%	-1%
[6] Cc1ccc2occ(C3NC(C(=O)O)CS3)c(=O)c2c1 (centres undefined)
 : -2	19%	18%[10 µM]	-13%	11%	-5%	8%	-5%	-6%	-11%	17%
[7] O=C(CSc1nc2ccc(S(=O)(=O)N3CCOCC3)cc2[nH]1)N1CCOCC1
 : -2	1%	13%	-10%	-2%	0%	-4%	6%	0%	?	1%
[8] Cc1cc(C)n(-c2ccc(C(=O)N3CCN(c4ccccn4)CC3)cc2)n1
 : -3	-37%	.	6%	1%	-6%	-2%	.	13%	8%	-4%
[9] CCOC(=O)CSc1nnc(CNc2ccc(Cl)cc2)n1Cc1ccccc1
 : 6	-1%	-21%	-4%	1%	-5%	13%	-6%	-3%	3%	-2%
[10] Cc1ccc2c(COC(=O)c3ccccc3F)cc(=O)oc2c1
 : 19	?	-9%	-1%	?	?	2.1µM*	23%	52%	0.19µM*	12%
[11] CCNC(=O)Nc1ccc(S(=O)(=O)Nc2cnc(C)nc2C)cc1
 : 1	16%	-1%	-1%	5%	1%	-1%	6%	-2%	1%	3%
[12] Cc1cccc(NC(=S)N/N=C/c2cccn2Cc2ccc(F)cc2)c1
 : 0	?	0.2µM*	-1%	1%	1%	-14%	2.2µM*	-60%	-9%	-2%
[13] COc1ccc(C(=O)NCC2CCCN2S(=O)(=O)c2cccs2)cc1 (centres undefined)
 : -5	?	.	-7%	2%	6%	-2%	.	-27%	-1%	-6%
[14] CC1CCCN(S(=O)(=O)c2csc(C(N)=O)c2)C1 (centres undefined)
 : 8	19%	?	-4%	6%	-6%	-1%[9.26 µM]	-6%	-1%	0%	5%
[15] COC(=O)CSc1snnc1-c1ccc(Cl)cc1Cl
 : 5	-2%	7%	-2%	-1%	1%	2%	-3%	-6%	-7%	-5%
[16] O=C1c2ccccc2C(=O)c2c1oc(C(F)(F)F)c2C(=O)c1ccccc1
 : 3	?	-8%	-12%	-26%	-35%[inhibitor]	-13%	-14%	-82%	-5%	-9%
[17] N#Cc1cc2ccccc2n2nnnc12
 : -2	15%	-7%	0%	6%	1%	0%	7%	-1%	0%	2%
[18] CC(C)(C)OC(=O)N1CCC(C(=O)NNC(=O)c2ccc(Cl)cc2Cl)CC1
 : -7	13%	-8%	-3%	-4%	-1%	-4%	0%	14%	-10%	5%
[19] COc1ccc(OC)c(C2=NNC(=NCc3ccc4c(c3)OCO4)SC2)c1
 : -7	2%	-7%[10 µM]	0%	14%	-4%	1%	1%	1%	-6%	0%
[20] CCOC(=O)c1ccc(NC(=O)C2(c3ccccc3)CCCC2)cc1
 : 22	-9%	35%	1%	-1%	1%	-5%	-2%	-28%	3%	1%

Order of values: TRPV1 ag	ELG1 repair inh	RORgamma inh	Tb PFK inh	Rab9 promoter act	NPC1 promoter act	ELG1 genotox	Gal4-VP16 FLuc	BRCA1 expr act	FLuc modulator	p53 reactivator
[21] COC(=O)c1cc(=O)n(-c2ccccc2)c(=Nc2ccccc2)s1
 : 12	?	?	2%	-1%	-1%	1%	?	-42%	2%	-18%
[22] CCOC(=O)c1c(C)[nH]c(C)c1C(=O)COC(=O)c1ccc(S(=O)(=O)N(CC)CC)cc1
 : -2	-19%	18%	1%	0%	-6%	-11%	-5%	-26%	-2%	-16%
[23] CCCCN1C(=N)N([C@@H](C)CN2CCC[C@H]2CN2C(N)=NC[C@H]2CC(C)C)C[C@H]1Cc1ccccc1
 : .	?	.	1%	.	.	0%	.	-2%	.	2%
[24] COc1ccc(CNC(=O)CC2Sc3ccccc3NC2=O)cc1 (centres undefined)
 : 25	6%	20%	-2%	2%	-13%	0%	1%	-5%	5%	-2%
[25] CC(OC(=O)CCc1nc(=O)c2ccccc2n1C)C(=O)NCc1ccc2c(c1)OCO2 (centres undefined)
 : -2	-9%	32%	-28%	-1%	-1%	-2%	-8%	-20%	-1%	1%
[26] CC1CCCCC1NC(=S)NC(=O)c1ccccc1Br (centres undefined)
 : 29	?	2.8µM*	-2%	-2%	0%	-1%	5µM*	-39%	1%	12%
[27] COc1ccc(S(=O)(=O)n2oc(=O)cc2-c2ccccc2)cc1OC
 : 1	?	0%	-13%	0%	1%	4%	-6%	-9%	0%	10%
[28] CCc1cccc(NC(=S)N(CCCN2CCOCC2)C(C)c2cc3cccc(OC)c3o2)c1 (centres undefined)
 : 7	15%	11µM*	-2%	-2%	-6%	7%	?	-49%	2%	5%
[29] C[C@H]1CN([C@@H](C)CO)C(=O)c2cccc(NC(=O)Nc3ccc(C(F)(F)F)cc3)c2O[C@@H]1CN(C)Cc1ccc(Cl)c(Cl)c1
 : .	4.6µM*	.	-2%	.	.	-11%	.	-60%	.	-2%
[30] O=C(O)COc1ccccc1/C=N/n1c(C2CCCCC2)n[nH]c1=S
 : -1	12%	-31%	0%	3%	1%	0%	-8%	-19%	6%	-2%
[31] CCN(CC)C(=O)NCc1c(C)cc(C)cc1C
 : 3	-3%	8%	-4%	-3%	-9%	-4%	3%	-1%	0%	3%
[32] CCCCN(CC(=O)NC1CC1)S(=O)(=O)c1ccc(OCC)cc1
 : -1	-3%	.	-1%	-1%	-3%	-3%	.	7%	8%	1%
[33] Cn1c(=O)c2c(SCC(=O)NCc3ccco3)nc(-c3ccccc3Cl)nc2n(C)c1=O
 : -3	1%	27%	4%	-2%	0%	-13%	-4%	1%	2%&0%	-14%
[34] COc1cccc(-c2nn(-c3ccccc3)cc2/C=C(/NC(=O)c2ccccc2)C(=O)O)c1
 : -3	?	-17%	-9%	-1%	-1%	1%	2%	4%	27µM*	-1%
[35] COC(=O)c1cnn(-c2nc(OC)cc(OC)n2)c1C
 : 2	-6%	-19%	3%	1%	-5%	0%	-5%	-14%	-11%	-3%
[36] O=C(CSc1nnc2ccccn12)Nc1ccccc1C(=O)NC1CC1
 : 0	12%	1%	0%	-4%	3%	4%	0%	-1%	-4%	-1%
[37] O=C(O)c1nccnc1C(=O)Nc1ccc(S(=O)(=O)N2CCOCC2)cc1
 : 1	-8%	6%	1%	-5%	-2%	1%	2%	1%	0%	1%
[38] O=C(NCCCN1CCOCC1)c1ccc(S(=O)(=O)Nc2cccc(C(F)(F)F)c2)cc1
 : -1	9%	.	7%	-5%	-3%	-2%	.	4%	7%	1%
[39] Cc1ccc2oc(=O)cc(CN3CCCCC3)c2c1
 : 14	17%	-2%	-2%	-4%[1.84 µM]	0%	2%	-6%	0%	-1%	-1%
